NCI-60 one-dose screen, 48 h, at 10 µM unless noted. Numbers give growth in % (100 = growth as untreated, 0 = no growth, -100 = all killed).
EKVX: EKVX NSCLC | 71,000 compounds, 3% hits | AID 1794765
HOP-92: HOP-92 NSCLC cells. 71,000 compounds, 6.3% hits
SK-MEL-5: SK-MEL-5 melanoma | 80,000 compounds, 6.4% hits
HOP-62: HOP-62 NSCLC | 80,000 compounds, 3.9% hits
A549/ATCC: A549/ATCC NSCLC | 81,000 compounds, 3.7% hits
SK-MEL-28: SK-MEL-28 melanoma; AID 1794761; 81,000 compounds, 4.1% hits
M14: M14 melanoma. 80,000 compounds, 6.2% hits. AID 1794745
CCRF-CEM: CCRF-CEM leukemia; 77,000 compounds, 7% hits; AID 1794778
The depositor's hits bear a star; nt = not tested or not shown; & = joins results of further samples. Rule for the calls: active = growth percent below 10; inactive = the rest.

#1 COc1cc2c(cc1OC)=NC(=O)/C(=C\c1sc(=O)[nH]c1O)C=2
#2 N#CC(CCCN1CCCCC1)(c1ccccc1)c1ccccc1
#3 O=[N+]([O-])c1ccc2[nH]cc(-c3c4ccsc4cc4[nH]c5ccc([N+](=O)[O-])cc5c34)c2c1
#4 Nc1nc2cc(-c3ccc4ncnc(NCc5ccccc5)c4c3)ccc2o1
#5 ClC(Cl)(Cl)c1nc2ccccc2s1
#6 CC(=O)N(Cc1ccccc1)C1CC(=O)N(Cc2ccccc2)C1=O (stereo unspecified)
#7 CC(=O)CC(=O)OC1CCCCC1
#8 C#CCC1(CC#C)C(=O)[C@@H]2C[C@@H](O)[C@@H](O)C[C@]2(C)[C@H]2CC[C@@]3(C)C(=C21)CC[C@@H]3[C@@](C)(O)[C@H](O)CCC(C)(C)O
screen / no.,1,2,3,4,5,6,7,8
CCRF-CEM,101,103,7.4*,30,76,nt,84,92
M14,107,99,nt,22,77,nt,95,107
SK-MEL-5,101,98,-7.9*,0.2*,97,116,105,95
HOP-62,94,106,11,-46*,94,112,85,88
SK-MEL-28,109,105,27,11,96,124,121,111
HOP-92,95,94,27,-39*,nt,97,82,85
EKVX,94,99,29,0.6*,92,113,117,106
A549/ATCC,97,103,5.8*,11,86,115,99,94

Brought forward from above: three entries, then new ones.
#6 CC(=O)N(Cc1ccccc1)C1CC(=O)N(Cc2ccccc2)C1=O (stereo unspecified)
#7 CC(=O)CC(=O)OC1CCCCC1
#8 C#CCC1(CC#C)C(=O)[C@@H]2C[C@@H](O)[C@@H](O)C[C@]2(C)[C@H]2CC[C@@]3(C)C(=C21)CC[C@@H]3[C@@](C)(O)[C@H](O)CCC(C)(C)O
#9 CCN(CC)C(=O)c1ccccc1-c1ccccc1C(=O)O
#10 Cc1cc(N2CCOCC2)nc(N2CCN(CC(=O)Nc3ccc4c(ccn4C)c3)CC2)n1
#11 CCN(CC)c1ccc(/C=C2/SC(=O)NC2=O)c(O)c1
#12 CCSC(=O)c1ccc([N+](=O)[O-])o1
#13 Cc1ccc(Nc2ncc3c(=O)[nH][nH]c(=O)c3n2)cc1
#14 COc1ccc(-c2csc(NC(=O)c3cc(OC)c(OC)c(OC)c3)n2)cc1
#15 Nc1nc(-c2cccc([N+](=O)[O-])c2)c(N=Nc2ccccc2Cl)s1
#16 O=C(NCCNc1nccc(-c2c(-c3ccc(F)cc3)nc3sccn23)n1)c1cc(N2CCOCC2)cc(C(F)(F)F)c1
screen / no.,6,7,8,9,10,11,12,13,14,15,16
CCRF-CEM,nt,84,92,111,100,94,103,116,105,67,nt
M14,nt,95,107,102,91,99,105,101,116,78,51
SK-MEL-5,116,105,95,98,103,88,107,107,99,81,52
HOP-62,112,85,88,100,93,95,87,91,91,56,89
SK-MEL-28,124,121,111,101,98,109,108,111,101,94,94
HOP-92,97,82,85,83,119,99,91,110,nt,32,nt
EKVX,113,117,106,90,105,92,96,108,nt,80,54
A549/ATCC,115,99,94,94,103,101,77,103,102,52,53

#17 COc1cc(C(NS(=O)(=O)c2ccc(C)cc2)c2nnc(-c3ccccc3)o2)cc(OC)c1OC (stereo unspecified)
#18 Cc1nc(N)nc(Cl)c1CCC1OCCO1
#19 Cn1cc(-c2csc(-c3cn(C(=O)OC(C)(C)C)c4ccc(Br)cc34)n2)c2cccnc21
#20 O=C1NC(=O)C2(CCc3ccccc3C2)N1 (stereo unspecified)
#21 CC(=O)N1N=C(c2cccc(Nc3ccncc3)c2)CC1c1ccc2c(c1)OCO2 (stereo unspecified)
#22 COc1cc(-c2nc3ccccc3s2)ccc1NC(=O)COc1ccc(Cl)cc1
#23 COc1cccc(/C=N\Nc2ccc([N+](=O)[O-])cn2)c1O
#24 CCCCCCCC/C=C\CCCCCCCC(=O)OC/C=C\COC(=O)CCCCCCC/C=C/CCCCCCCC
screen / no.,17,18,19,20,21,22,23,24
CCRF-CEM,98,108,71,110,81,98,79,nt
M14,110,104,104,110,-69*,60,39,103
SK-MEL-5,98,108,97,102,82,74,50,108
HOP-62,102,103,99,100,89,29,46,103
SK-MEL-28,111,110,108,118,94,59,83,120
HOP-92,117,92,99,98,72,8.1*,nt,nt
EKVX,103,84,79,110,63,57,84,nt
A549/ATCC,105,110,78,104,94,49,57,106

#25 Cc1[nH]c2ccccc2c1C(=O)C(N)=O
#26 CC(=O)Nc1ccc(-c2cn(-c3cccc(C(=O)Nc4cc(C(F)(F)F)cc(C(F)(F)F)c4)c3)nn2)cn1
#27 Oc1ccccc1C(O)(c1ccccc1)c1ccccc1
#28 c1ccc2c(-c3nn4cc(-c5ccncc5)nc4s3)c[nH]c2c1
#29 CC(C)CCC[C@@H](C)[C@H]1CC[C@H]2[C@@H]3CC[C@@H]4C[C@@H](O)CC[C@]4(C)[C@H]3CC[C@]12C
#30 N#Cc1c(Nc2ccccc2)nn2c(-c3ccc4ccccc4c3)ccnc12
#31 O=C1C(O)C(O)C(O)C(O)C1O (stereo unspecified)
#32 Nc1cc2ccccc2cc1NS(=O)(=O)N1CCCCC1
screen / no.,25,26,27,28,29,30,31,32
CCRF-CEM,95,-25*,93,71,91,106,94,92
M14,109,4.5*,108,100,nt,108,105&117,100
SK-MEL-5,100,-39*,97,77,109,99,101&115,102
HOP-62,94,-61*,107,88,111,96,105,94
SK-MEL-28,113,-46*,106,87,122,95,104&117,115
HOP-92,nt,-52*,96,77,128,110,102&106,85
EKVX,nt,-26*,89,67,107,93,97,nt
A549/ATCC,100,-26*,92,81,97,100,98&97,90

#33 CCC(c1ccc(OC)cc1)C(CC)c1ccc(O)c(CN2CCCCC2)c1 (stereo unspecified)
#34 Cc1cc(CN(CCO)CCO)c(O)c(CN(CCO)CCO)c1
#35 Cc1cc(=O)n(C(=S)Nc2ccc([N+](=O)[O-])cc2)c2cc(O)ccc12
#36 Oc1ccc2ccccc2c1Br
#37 COCCCN1CC(O)=C(c2nc(-c3ccc(C)cc3)cs2)C1=N
#38 COc1ccc(-c2cn(Cc3cc4ccccc4s3)nn2)cc1OCCN1CCCCC1
#39 S=C(NC1CCCCC1)NC1CCCCC1
#40 CC(=O)OC(OC(C)=O)c1cc2c(cc1Cl)OCO2
screen / no.,33,34,35,36,37,38,39,40
CCRF-CEM,69,46,101,100,nt,62,61,103
M14,44,103,100,94,100,-29*,101,93
SK-MEL-5,31,90,101,99,103,43,103,103
HOP-62,95,nt,91,90,92,84,113,97
SK-MEL-28,42,96,105,112,159,76,112,114
HOP-92,52,83,73,99,147,50,78,107
EKVX,65,97,99,96,97,84,103,99
A549/ATCC,84,98,105,121,85,80,99,110

#41 COC(=O)C1NC(=S)N(c2ccccc2C)C1/C=C/c1ccccc1 (stereo unspecified)
#42 c1ccc(Oc2nc(Oc3ccccc3)c3ccccc3n2)cc1
#43 N#C/C(=C\c1ccc([N+](=O)[O-])cc1)c1ccccc1
#44 CC(=O)N(C)O
#45 COc1ccc(-c2ccnc(=S)[nH]2)cc1
#46 O=NN(CCCl)C(=O)Oc1cc(Cl)c(Cl)cc1Cl
#47 Cc1ccc([N+]2=NOC(=O)C2S(=O)(=O)Nc2nc(-c3ccc(Cl)cc3Cl)cs2)cc1 (stereo unspecified)
#48 NC(=O)c1ccc(-c2cnc(N)c(-c3ccc(C(F)(F)F)cc3)n2)cc1
screen / no.,41,42,43,44,45,46,47,48
CCRF-CEM,92,100,92,88,117,101,105,102
M14,99,105,94,98,95,97,104,132
SK-MEL-5,106,97,88,101,94,96,96,103
HOP-62,106,92,87,99,103,109,92,116
SK-MEL-28,119,109,109,105,99,102,117,121
HOP-92,89,92,107,103,nt,102,nt,156
EKVX,92,94,48,nt,100,nt,107,115
A549/ATCC,101,84,65,94,91,93,102,95

#49 N#C/C(=C\c1ccc2c(c1)OCO2)c1cc2ccccc2[nH]1
#50 Nc1ccc2[nH]c3ccccc3c2c1
#51 Clc1ccc2c(NCCCn3cnc4c(N5CCCC5)nc(Cl)nc43)ccnc2c1
#52 COc1ccc(-n2nc(C(=O)NCCC(=O)O)nc2-c2ccccc2)cc1
#53 O=C(NCCCCCCCCNC(=O)c1cccc2ccccc12)c1cccc2ccccc12
#54 CCN1C(=O)N(CC)C2C1NC(=S)N2/N=C/C=C/c1cccs1 (stereo unspecified)
#55 O=C(c1nc2ccccc2[nH]1)C1C(c2ccc([N+](=O)[O-])cc2)C2CC3CCCCC3N2[C@@]12C(=O)Nc1cc(Cl)ccc12 (stereo partly specified)
#56 Nc1nc(N)c(N)c(Nc2ccc(CCO)cc2)n1
screen / no.,49,50,51,52,53,54,55,56
CCRF-CEM,64,92,104,110,77,12,24,nt
M14,63,96,94,103,70,12,21,97
SK-MEL-5,63,91,100,100,80,23,-57*,99
HOP-62,68,90,91,105,96,51,41,96
SK-MEL-28,81,100,107,112,nt,49,45,113
HOP-92,42,89,107,118,nt,89,20,118
EKVX,64,80,96,98,93,55,17,92
A549/ATCC,80,113,96,105,78,25,19,102

Results in sequence from the entries so far:
SK-MEL-5, entries 51–55 → 100, 100, 80, 23, -57*
M14, entries 51–55 → 94, 103, 70, 12, 21
A549/ATCC, entries 51–55 → 96, 105, 78, 25, 19

A draw from above in order of count of non-hydrogen atoms, high to low.
#52 COc1ccc(-n2nc(C(=O)NCCC(=O)O)nc2-c2ccccc2)cc1
#49 N#C/C(=C\c1ccc2c(c1)OCO2)c1cc2ccccc2[nH]1
#50 Nc1ccc2[nH]c3ccccc3c2c1
screen / no.,52,49,50
CCRF-CEM,110,64,92
M14,103,63,96
SK-MEL-5,100,63,91
HOP-62,105,68,90
SK-MEL-28,112,81,100
HOP-92,118,42,89
EKVX,98,64,80
A549/ATCC,105,80,113

Reprinted at random: 3 records from the list
#55 O=C(c1nc2ccccc2[nH]1)C1C(c2ccc([N+](=O)[O-])cc2)C2CC3CCCCC3N2[C@@]12C(=O)Nc1cc(Cl)ccc12 (stereo partly specified)
#51 Clc1ccc2c(NCCCn3cnc4c(N5CCCC5)nc(Cl)nc43)ccnc2c1
#50 Nc1ccc2[nH]c3ccccc3c2c1
screen / no.,55,51,50
CCRF-CEM,24,104,92
M14,21,94,96
SK-MEL-5,-57*,100,91
HOP-62,41,91,90
SK-MEL-28,45,107,100
HOP-92,20,107,89
EKVX,17,96,80
A549/ATCC,19,96,113

More structures follow.
#57 CC(CN)[C@@H]1CC[C@]2(CO)CC[C@]3(C)[C@H](CC[C@@H]4[C@@]5(C)CCC(N)C(C)(C)[C@@H]5CC[C@]43C)[C@@H]12 (stereo partly specified)
#58 Cc1nn(-c2ccccc2)c2nc(Cl)c(/C=C/C(=O)c3ccccc3)c(-c3ccc(Cl)cc3)c12
#59 O=C(Nc1ccc2c(c1)OCCO2)C(=O)c1c[nH]c2ccccc12
#60 C=CCC(C(=O)NCCN(CC)CC)(c1ccccc1)c1ccccc1
#61 Cc1cc2nccnc2cc1C
#62 Nc1nc(SCc2ccccc2)c2ncn(C3OC(CO)C(O)C3O)c2n1 (stereo unspecified)
#63 COc1ccc(/C=C/C=C/C(=O)c2ccc(NC(=S)Nc3ccccc3)cc2)cc1
#64 COc1cccc(-c2nc3cnccn3c2NCCN2CCOCC2)c1
screen / no.,57,58,59,60,61,62,63,64
CCRF-CEM,-32*,nt,nt,nt,103,97,103,98
M14,12,103,20,101,104,118,105,97
SK-MEL-5,58,106,30,102,108,106,98,96
HOP-62,-48*,113,43,104,106,103,101,72
SK-MEL-28,-40*,112,53,105,112,111,110,99
HOP-92,71,nt,1.0*,nt,nt,99,105,101
EKVX,-45*,111,53,nt,102,95,110,100
A549/ATCC,-89*,79,48,96,108,101,102,90
